Bcl-XL Bim block – human Bim-Bcl-XL interaction inhibition. 0.04% of 190,000 active. Bim peptide-Bcl-XL binding, bead flow cytometry, fluorescence. inhibition, % at 10 µM
Target sequence (Q07817 whole entry, looked up): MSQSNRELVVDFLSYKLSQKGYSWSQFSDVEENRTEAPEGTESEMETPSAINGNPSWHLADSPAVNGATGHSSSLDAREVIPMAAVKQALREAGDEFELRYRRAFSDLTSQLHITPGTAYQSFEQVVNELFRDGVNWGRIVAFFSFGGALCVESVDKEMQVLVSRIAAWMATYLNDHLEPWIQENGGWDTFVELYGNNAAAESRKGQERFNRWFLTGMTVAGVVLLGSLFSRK
GSH bead fluor – GSH bead compound fluorescence profile | GSH beads flow cytometry, compound fluorescence 488/530 nm; active compounds read high | AID 1776 | 0.25% of 190,000 active | fluorescence (KMESF) at 10 µM; in the data active = fluorescence above about 89;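 note: glutathione beads carrying GST-tagged Bcl family fusion proteins plus one bare bead set; values are compound well signal with DMSO vehicle wells as background; inactives centre near 16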
RGS8-Gao – human RGS8-Galphao interaction regulation | P09471 | response (percent of control binding), % at 10 µM | multiplexed bead flow cytometry, RGS8-Galphao binding; actives lie on both sides | 0.34% of 220,000 active; in the data active = response below about 60% or above about 140%; inactive = in between;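 note: Galphao activated as the GDP aluminium fluoride complex binding bead-coupled RGS8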
Target sequence (P09471 whole entry, looked up): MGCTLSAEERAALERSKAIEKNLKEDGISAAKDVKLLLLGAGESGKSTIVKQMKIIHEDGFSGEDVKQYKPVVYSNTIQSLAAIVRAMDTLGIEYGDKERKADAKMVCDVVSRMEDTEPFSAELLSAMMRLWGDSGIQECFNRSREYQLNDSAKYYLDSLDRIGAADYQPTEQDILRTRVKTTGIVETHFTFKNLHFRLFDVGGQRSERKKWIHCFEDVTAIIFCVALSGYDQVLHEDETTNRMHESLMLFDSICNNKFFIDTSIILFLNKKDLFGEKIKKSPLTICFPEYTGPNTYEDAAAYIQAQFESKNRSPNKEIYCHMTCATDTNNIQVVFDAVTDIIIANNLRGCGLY
Bim-Bcl-2 – inhibitors of Bim-Bcl-2 interaction, human. P10415. Bead-based flow cytometry, Bim peptide-Bcl-2 binding. inhibition, % at 10 µM. 0.06% of 190,000 active; in the data active = inhibition above about 40%; inconclusive = no clear call, values can overlap the other calls;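 note: 0% = no compound wells with probe peptide and 100% = reference peptide inhibitor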
RGS7-Gao reg – modulates binding of RGS7 to human Galphao | AID 1439 | 0.35% of 220,000 active | P09471 | Multiplexed bead flow cytometry; actives lie on both sides | binding response (% of control), % at 10 µM; in the data active = binding response below about 49% or above about 150%; inconclusive = no clear call, values can overlap the other calls; inactive = in between;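 note: fluorescent Galphao held in activated GDP-AlF4 state binding bead-coupled RGS7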
Bfl-1 Bim block – disrupts Bim binding to human Bfl-1; Q16548; Bead-based flow cytometry, Bim-Bfl-1 binding inhibition; inhibition, % at 10 µM; 0.12% of 190,000 active; AID 1008;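 note: 0% = wells without compound plus tracer and 100% = blocker peptide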
RGS4-Gao reg – human RGS4-Galphao interaction regulation; P09471; Multiplexed bead flow cytometry, RGS4-Galphao binding; actives lie on both sides; binding response (% of control), % at 10 µM; 0.33% of 220,000 active; AID 1415; in the data active = binding response below about 49% or above about 150%; inactive = in between;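 note: fluorescent Galphao activated with aluminum fluoride binding bead-coupled RGS4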
Bim-Bcl-B – disrupts Bim peptide binding to human Bcl-B | 0.073% of 190,000 active | AID 951 | bead-based flow cytometry | Q9HD36 | inhibition, % at 10 µM;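 note: 0% = tracer peptide without compound and 100% = reference inhibitor peptide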
Target sequence (Q9HD36 whole entry, looked up): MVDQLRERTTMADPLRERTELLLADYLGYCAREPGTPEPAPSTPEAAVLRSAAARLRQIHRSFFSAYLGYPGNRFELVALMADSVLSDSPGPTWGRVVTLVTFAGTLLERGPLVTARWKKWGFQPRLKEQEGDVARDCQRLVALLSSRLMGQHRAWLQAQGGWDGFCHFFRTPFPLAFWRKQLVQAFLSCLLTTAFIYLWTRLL
Bim-Mcl-1 – disrupts Bim peptide binding to human Mcl-1; Bead-based flow cytometry, Bim peptide-Mcl-1 binding; inhibition, % at 10 µM; 0.1% of 190,000 active;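 note: 0% = no compound tracer wells and 100% = peptide blocker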
Bcl-W Bim block – human Bim-Bcl-W interaction inhibition; Q92843; bead-based flow cytometry, Bim peptide-Bcl-W binding; inhibition, % at 10 µM; 0.02% of 190,000 active;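 note: 0% = bound tracer without compound and 100% = peptide blocker; higher means less fluorescent Bim peptide bound to Bcl-W beads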
Target sequence (Q92843 whole entry, looked up): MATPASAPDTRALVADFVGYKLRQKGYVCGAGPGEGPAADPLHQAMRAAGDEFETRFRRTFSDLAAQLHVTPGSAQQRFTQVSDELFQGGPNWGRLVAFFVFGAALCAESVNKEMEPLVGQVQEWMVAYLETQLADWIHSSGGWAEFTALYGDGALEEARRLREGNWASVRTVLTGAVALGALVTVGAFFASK
Mcl1-Bid inh – Mcl-1/Bid interaction inhibition. TR-FRET Mcl-1/Bid-Dy647 peptide binding, 1536-well. Q07820. inhibition, % at 21.7 µM. 0.97% of 220,000 active;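 active = compounds that cut the binding signal by more than half at the single screening dose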;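 note: His-tagged Mcl-1 with europium anti-His antibody binding Bid BH3 peptide; 0% = Mcl-1 plus peptide wells and 100% = peptide-only wells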
Numbers without * were called inactive; ? = inconclusive; . = not tested or not shown. Cut-off read from the data, not from the text of the source, unless noted: active = inhibition above about 40%.

SMILES	Bcl-XL Bim block	GSH bead fluor	RGS8-Gao	Bim-Bcl-2	RGS7-Gao reg	Bfl-1 Bim block	RGS4-Gao reg	Bim-Bcl-B	Bim-Mcl-1	Bcl-W Bim block	Mcl1-Bid inh
O=C(Cn1[nH]c(=O)c2ccccc2c1=O)NC1CCN(Cc2ccccc2)CC1	-17.0	59	97.4	-10.0	100.3	-15.0	102.0	-8.0	0.0	-2.0	-26.0
Cc1ccccc1NC(=O)/C=C/c1cccc(C(F)(F)F)c1	0.0	13	100.7	-2.0	99.7	0.0	102.0	-1.0	-2.0	-2.0	2.9
O=C(Oc1ccc(-c2nnco2)cc1)N1CCOCC1	.	30	101.8	?	102.5	.	101.0	.	.	.	-3.7
COc1cc(NC(=O)c2cccc(Cl)c2)c(OC)cc1NC(=O)CN1CCOCC1	-2.0	57	97.9	-5.0	102.5	-6.0	102.3	-4.0	3.0	5.0	-56.7
CCOC(=O)CSc1nc2c(c(=O)n(Cc3ccccc3Cl)c(=O)n2C)n1C	-5.0	4	78.5	1.0	88.1	8.0	74.3	0.0	-9.0	0.0	-13.4
CC(=O)NC(O)C(=O)c1ccccc1 (stereo not drawn)	-5.0	24	100.5	-9.0	102.7	-15.0	104.8	-5.0	2.0	-1.0	-29.0
O=[N+]([O-])c1cc2c(c(CSc3nnnn3-c3ccc(O)cc3)c1)OCOC2	-5.0	5	100.8	-6.0	102.2	-1.0	98.8	-12.0	-9.0	-3.0	-18.6
C=C(C)c1nc2cc(OC)c(OC)cc2c(=O)o1	4.0	47	101.4	-6.0	100.8	-9.0	105.2	-7.0	-5.0	-2.0	-9.8
CC(C)c1nc(SCc2ccccn2)c2c(=O)n(C)c(=O)n(C)c2n1	-4.0	20	115.7	-2.0	107.9	0.0	105.6	-2.0	-1.0	-2.0	0.3
O=C(O)C1CSC(c2ccncc2)N1 (stereo not drawn)	-1.0	25	99.7	0.0	94.3	-1.0	93.2	-7.0	-3.0	-2.0	-26.3
COc1ccc(-c2csc(NNC3=NCCCCC3)n2)cc1	-1.0	21	102.9	1.0	103.0	8.0	98.8	-8.0	-3.0	1.0	-28.8
O=C(CSc1nc2ccccc2c(=O)n1Cc1ccc(F)cc1)NCc1cccs1	-4.0	6	100.4	0.0	101.0	-1.0	102.0	-6.0	-4.0	-3.0	-25.9
COc1cc(NC(=O)CC2NCCNC2=O)cc(OC)c1 (stereo not drawn)	0.0	58	102.2	-10.0	104.8	-13.0	107.0	-8.0	0.0	0.0	-27.3
N#Cc1c(NC(=O)CSc2nnnn2C2CCCCC2)sc2c1CCCC2	-1.0	11	95.5	0.0	104.4	-1.0	100.5	-4.0	-1.0	1.0	-4.4
COc1ccc(CCN=C(N)NS(=O)(=O)c2ccc(C)cc2)cc1OC	0.0	12	101.8	0.0	94.2	-2.0	101.7	0.0	0.0	1.0	-0.1
CCOC(=O)CNC(=S)N(Cc1cccs1)C1CCCCC1	0.0	11	105.7	1.0	93.7	-2.0	95.9	0.0	-6.0	2.0	-38.9
O=C(O)c1cc(-c2ccc(/C=C3/SC(=S)N(Cc4ccccc4)C3=O)o2)ccc1Cl	11.0	11	97.4	24.0	93.6	20.0	98.1	-19.0	16.0	10.0	100.7*
COc1cc(-c2nc3ccccn3c2/N=C/c2ccc(F)cc2)ccc1O	2.0	9	100.3	-3.0	99.2	-3.0	100.8	0.0	-3.0	2.0	-24.2
Cc1ccc(Sc2c(C#N)c(-c3ccccc3)nn2C)cc1	8.0	21	101.4	78.0*	103.2	47.0*	102.5	68.0*	24.0	10.0	-15.4
CN(C)/C(CN1CCN(C=O)CC1)=C1\N=C(c2ccccc2)OC1=O	0.0	24	115.5	0.0	116.9	-1.0	113.7	0.0	-1.0	0.0	-3.7
COc1ccc(CCNC(=O)CCn2c(=O)c3ccccc3n(CC(=O)NCC3CCCO3)c2=O)cc1OC (stereo not drawn)	-2.0	70	110.5	-3.0	112.8	0.0	116.2	-2.0	-4.0	0.0	3.1
CCOC(=O)CNc1c(-c2ccc(F)cc2)nc2cnccn12	1.0	35	104.1	1.0	111.8	-2.0	114.1	1.0	0.0	3.0	.
CC(=O)Nc1ccc(NS(=O)(=O)C(F)(F)F)cc1	-1.0	23	106.7	-8.0	102.6	-11.0	103.9	-7.0	7.0	1.0	14.8
Cc1ccc(NC(=O)CN2C(=O)C3CC=CCC3C2=O)cc1S(=O)(=O)N1CCOCC1 (stereo not drawn)	3.0	11	100.3	-3.0	?	0.0	100.7	1.0	3.0	4.0	-11.3
CCOC(CNC(=O)c1ccc(N2CCc3ccccc32)c([N+](=O)[O-])c1)OCC	29.0	7	106.4	34.0	91.5	25.0	99.3	25.0	23.0	20.0	-19.6
COc1c(Cl)cc(Cl)cc1CNCc1ccccc1	-2.0	12	106.5	-3.0	102.5	-3.0	100.2	-3.0	0.0	0.0	-1.6
CCCCC(=O)Nc1cccc(NC(=S)NC(=O)Cc2ccccc2)c1	-2.0	5	99.9	1.0	99.9	0.0	101.2	-5.0	-4.0	-4.0	-25.9
CSc1nsc(/C=C/Nc2ccc(Cl)cc2)c1C#N	0.0	10	97.8	-5.0	100.0	-6.0	101.2	-5.0	0.0	13.0	-35.1
O=C1/C(=C/c2ccc(F)cc2)CCC1C1CCCC1 (stereo not drawn)	-10.0	8	100.7	-5.0	96.0	-3.0	95.4	-11.0	-8.0	-7.0	-8.0
COc1cc(-c2nc(S(=O)(=O)c3ccc(Cl)cc3)c(N3CCOCC3)o2)cc(OC)c1OC	-9.0	38	103.9	-11.0	99.4	-15.0	102.3	-14.0	-5.0	-5.0	-4.3
NC(=O)C[n+]1cccc(C(N)=O)c1	0.0	17	104.3	-5.0	104.2	-6.0	100.6	-1.0	3.0	2.0	-26.4
COc1cc(C(=O)N/N=C/c2cc([N+](=O)[O-])cs2)cc(OC)c1OC	-4.0	13	94.0	-2.0	99.1	0.0	97.2	-6.0	-1.0	-4.0	-33.9
CCCn1nc2cc(C(=O)NCCCCc3ccccc3)ccc2c1OCC	0.0	13	101.0	-6.0	106.0	-2.0	104.9	-3.0	0.0	1.0	10.7
COc1ccc2oc(=O)c(C(=O)N3CCN(c4ccccc4C)CC3)cc2c1	-2.0	14	101.5	-6.0	107.9	-4.0	103.8	-6.0	-4.0	-3.0	-10.8
COc1cc(CN(C(=O)c2ccco2)c2ccc(C)cc2)ccc1O	0.0	26	104.0	-4.0	102.6	-8.0	103.3	-4.0	-3.0	0.0	-2.7
CC(C)c1nc2ccc(NC(=O)C34CC5CC(CC(C5)C3)C4)cc2[nH]1	-3.0	10	107.1	-3.0	101.3	0.0	100.7	-2.0	-3.0	-3.0	-29.2
CCOC(=O)Cn1nc(CC)c2ccccc2c1=O	-1.0	11	100.3	-3.0	95.8	-2.0	104.7	-3.0	-3.0	0.0	-36.7
COc1ccc(OC)c(NC2=NC3(CCCCC3)N=C(N)N2)c1	-6.0	28	103.4	-6.0	103.2	-15.0	102.7	-3.0	-3.0	0.0	-12.7
COc1ccc(C2(C(=O)Nc3cc(C)on3)CCOCC2)cc1	-5.0	23	101.9	-11.0	97.1	-20.0	98.3	-7.0	-3.0	-2.0	-6.2
COc1ccc(/C=C/C(=O)OCC(=O)c2c(N)n(C)c(=O)n(C)c2=O)cc1	-2.0	4	102.2	1.0	104.4	0.0	102.5	-2.0	-3.0	-1.0	-9.8

4 of the compounds above, as a markdown table:
| Compound | Bcl-XL Bim block | GSH bead fluor | RGS8-Gao | Bim-Bcl-2 | RGS7-Gao reg | Bfl-1 Bim block | RGS4-Gao reg | Bim-Bcl-B | Bim-Mcl-1 | Bcl-W Bim block | Mcl1-Bid inh |
| --- | --- | --- | --- | --- | --- | --- | --- | --- | --- | --- | --- |
| CC(=O)Nc1ccc(NS(=O)(=O)C(F)(F)F)cc1 | -1.0 | 23 | 106.7 | -8.0 | 102.6 | -11.0 | 103.9 | -7.0 | 7.0 | 1.0 | 14.8 |
| Cc1ccc(NC(=O)CN2C(=O)C3CC=CCC3C2=O)cc1S(=O)(=O)N1CCOCC1 (stereo not drawn) | 3.0 | 11 | 100.3 | -3.0 | ? | 0.0 | 100.7 | 1.0 | 3.0 | 4.0 | -11.3 |
| CCOC(CNC(=O)c1ccc(N2CCc3ccccc32)c([N+](=O)[O-])c1)OCC | 29.0 | 7 | 106.4 | 34.0 | 91.5 | 25.0 | 99.3 | 25.0 | 23.0 | 20.0 | -19.6 |
| COc1c(Cl)cc(Cl)cc1CNCc1ccccc1 | -2.0 | 12 | 106.5 | -3.0 | 102.5 | -3.0 | 100.2 | -3.0 | 0.0 | 0.0 | -1.6 |

New compounds follow
SMILES	Bcl-XL Bim block	GSH bead fluor	RGS8-Gao	Bim-Bcl-2	RGS7-Gao reg	Bfl-1 Bim block	RGS4-Gao reg	Bim-Bcl-B	Bim-Mcl-1	Bcl-W Bim block	Mcl1-Bid inh
CCS(=O)(=O)n1nc(-c2ccccc2)nc1SC	-7.0	24	100.1	-12.0	98.0	-18.0	97.5	-10.0	-2.0	0.0	-4.1
Cc1ccc(C(=O)c2coc3c2C(=O)C(=O)c2ccccc2-3)cc1	-7.0	43	99.9	-7.0	99.5	-6.0	97.5	-7.0	-1.0	2.0	-48.2
Cc1cc2nc(-c3ccc(SCC(=O)Nc4nccs4)nc3)[nH]c2cc1C	-12.0	14	101.3	-4.0	94.4	-10.0	97.2	-12.0	-6.0	-10.0	24.6
Cc1ccc(/C=N/NC(=O)c2cc3c(ccc4ccccc43)o2)cc1[N+](=O)[O-]	0.0	7	105.4	0.0	102.8	-1.0	109.4	1.0	0.0	0.0	75.7*
COc1cc2c(cc1OC)C(c1ccccc1)N(C(=O)CSCC(=O)O)CC2 (stereo not drawn)	0.0	13	99.8	-1.0	?	-4.0	99.9	-2.0	-1.0	0.0	-27.3
COc1ccc(CC2(CO)CCN(S(=O)(=O)c3sccc3C)CC2)cc1	-2.0	25	104.7	-3.0	104.3	-6.0	98.2	-2.0	1.0	1.0	-19.6
CN(C)CCCN(C(=O)/C=C/c1cccs1)c1nc2c(F)cccc2s1	-1.0	15	89.1	-5.0	67.4	-5.0	88.0	-3.0	-2.0	0.0	12.4
COC(=O)C(Cc1c[nH]c2ccccc12)NC(=O)c1cc(-c2ccc(OC)c(OC)c2)oc1C (stereo not drawn)	-2.0	15	99.2	-7.0	91.3	5.0	99.3	-13.0	-2.0	1.0	-32.4
CC1=C(C)CC(C(=O)NCc2ccc3c(c2)OCO3)C(C(=O)O)C1 (stereo not drawn)	2.0	35	98.9	-3.0	92.7	0.0	98.9	-2.0	-2.0	0.0	-26.2
O=C(c1cc(F)ccc1F)C1CCCN(C(=O)c2cccs2)C1 (stereo not drawn)	-3.0	10	100.2	-1.0	100.4	-3.0	101.8	-2.0	0.0	0.0	-0.7
O=C(CN1CCN(S(=O)(=O)c2ccc(Br)cc2)CC1)N/N=C/c1cccs1	-7.0	11	99.5	-6.0	99.1	-3.0	99.3	-8.0	-3.0	-6.0	8.2
CCOC(=O)c1c(C)c(C(=O)NCc2cccs2)c(C)n1CC	-3.0	16	100.8	-2.0	100.0	-2.0	103.4	-4.0	-1.0	-3.0	-5.9
COc1ccc(C2C(C(=O)N3CCOCC3)c3ccccc3C(=O)N2c2ccc(OC)cc2)cc1 (stereo not drawn)	-11.0	41	103.0	-11.0	110.3	-12.0	113.1	-5.0	-1.0	0.0	-33.8
Oc1c(CN2CCN(c3ccccn3)CC2)cc(Cl)c2cccnc12	-1.0	15	94.9	0.0	70.8	4.0	66.8	2.0	2.0	2.0	-113.8

Not a hit list, and some 1.8% of all compounds hit somewhere here.
